aSyn yeast rescue: rescues yeast growth from alpha-synuclein toxicity; S. cerevisiae alpha-synuclein toxicity rescue, BacTiter-Glo growth, 24 h; Potency, µM (top dose mostly 46.1 µM), inactives show at the top dose growth rescue (activation), actives largely listed as activators; 0.02% of 94,000 active; AID 1347070; active = well fitted activation curve with a large enough effect; inconclusive = small, poorly fitted or top-dose-only effect; note: 0% is about no effect
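Growth restoration measured by BacTiter-Glo luminescence after 24 hr at 30 deg C; alpha-synuclein yeast, raffinose-pregrown to mid-log, were added at OD600=0.02 in galactose medium onto pinned compounds.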
* hit, by the source's call; ? = inconclusive; & = joins results of further samples. Potency is the fitted concentration of half-maximal effect. This is a subset; rates above refer to the full screens.

SMILES	aSyn yeast rescue
Cc1cc(Nc2cccc(Cl)c2)nc2ccc(NC(=O)Cc3c(F)cccc3Cl)cc12	-12.3%
O=C(CSc1nc(-c2ccccc2)no1)N1CCCCC1	-4.2%
CCCCCC(O)C=CC1C(O)CC(O)C1CC=CCCCC(=O)O (stereo unspecified)	0.4%
COc1ccc(NC(=O)CN2C(=O)COc3ccc(S(=O)(=O)NC4CCCC4)cc32)cc1OC	-1.9%
COc1ccc(S(=O)(=O)N2CC(C)N(C(=O)N3CCOCC3)C2)cc1 (stereo unspecified)	5.6%
CC1Cc2ccccc2N1C(=O)CSc1ncccn1 (stereo unspecified)	-2.9%
CCC(=O)Oc1oc(-c2ccccc2)nc1C=Nc1ccc(C)cc1	19.1%
CCOC(=O)c1cnn(-c2cccc(F)c2)c1C1CCNCC1	6.1%
Cc1ccccc1Nc1nn2c(=O)c3ccc(C(=O)NCC(C)c4ccccc4)cc3nc2s1 (stereo unspecified)	6.0%
COC(=O)c1ccccc1-n1cc2c(c1-c1cccc(C)c1)c(=O)n(C)c(=O)n2C	-1.7%
COc1cccc(-c2cc(C(=O)N3CCCCC3C)no2)c1 (stereo unspecified)	-3.3%
COc1cccc(NC(=O)CC(=O)Nc2ccc3nc4n(c(=O)c3c2)CCCCC4)c1	5.8%
O=C(NCCOc1ccccc1)c1ccccc1F	-4.9%
CCOC(=O)c1c(C)[nH]c(C)c1S(=O)(=O)N1CCC(C(=O)N2CCN(c3cccc(Cl)c3)CC2)CC1	-0.4%
C=CCn1c(CNC(=O)c2ccccc2F)nnc1SCc1nc2ccccc2c(=O)[nH]1	11.5%
COc1cc(OC)cc(C(=O)N2CCN(C(=O)COc3ccccc3)CC2)c1	9.0%
Cc1sc2c(c1C)c(=O)n(-c1ccc(Cl)cc1)c(=O)n2Cc1cc(=O)n2ccccc2n1	2.0%&-15.6%
O=C(c1cnsn1)N1CCC(CO)(Cc2cccc(F)c2)CC1	4.0%
COc1ccccc1NC(=O)c1ccccc1SCC(=O)N1CCCC1	-0.5%
O=c1cc(-c2ccccc2)c2ccc(O)cc2o1	-7.7%
COc1ccccc1N1C(=O)C2C(C(=O)c3ccccc3)=NN(c3ccc(C)cc3)C2C1=O (stereo unspecified)	13.7%
O=C(c1ccc2c(c1)N(Cc1cccc(Cl)c1)C(=O)c1ccccc1S2=O)N1CCN(c2cccc(C(F)(F)F)c2)CC1 (stereo unspecified)	2.0%
CC(C)c1ccc(OCC(=O)N(Cc2ccco2)C2CCS(=O)(=O)C2)cc1 (stereo unspecified)	7.1%
COc1cccc(C2CC(=O)Nc3c2c(=O)n(C)c2nc4ccccc4n32)c1 (stereo unspecified)	8.3%
CCc1ccc(CNC(=O)C2CCN(C(=O)c3ccc(-n4c(C)cc5ccccc54)s3)CC2)cc1	28.8%
Fc1ccc(Cc2cn3cc(-c4ccccc4)nc3s2)cc1	6.9%
O=c1c2sc3ccccc3c2n(Cc2ccccc2F)c(=O)n1Cc1ccccc1	-11.0%
Cc1cc(NC(=O)CN(C)S(=O)(=O)c2ccc3c(c2)CCCC(=O)N3)ccc1Br	4.9%
CC(C)c1ccc(NC(=O)Cn2c(=O)oc3cc(S(=O)(=O)N4CCCC4)ccc32)cc1	-2.5%
OCCN1CNC(=S)NC1	0.9%
Cc1cccc(N2CCN(C(=O)CCS(=O)(=O)c3ccc4c(c3)CC(=O)N4C)CC2C)c1 (stereo unspecified)	6.4%
COc1cc(SC)ccc1C(=O)N1CCN(c2ccccc2)CC1	-2.5%
CCOc1ccc(NC(=O)Cn2c(=O)n(Cc3ccccc3)c(=O)c3c4c(sc32)CN(C(C)=O)CC4)cc1	0.3%
CCOC(=O)c1sc(N2C(=O)c3oc4cc(C)c(C)cc4c(=O)c3C2c2ccc(C)cc2)nc1C (stereo unspecified)	-12.3%
CC(C)Oc1ccc(C(=O)Nc2ccc3c(c2)CCCN3C(=O)c2cccs2)cc1	3.8%
O=C(/C=C/c1ccco1)Nc1scc(-c2ccccc2)c1C(=O)O	-4.8%

Retrieved one by one from the list above (4):
SMILES	aSyn yeast rescue
CCOC(=O)c1c(C)[nH]c(C)c1S(=O)(=O)N1CCC(C(=O)N2CCN(c3cccc(Cl)c3)CC2)CC1	-0.4%
COc1ccccc1N1C(=O)C2C(C(=O)c3ccccc3)=NN(c3ccc(C)cc3)C2C1=O (stereo unspecified)	13.7%
O=C(/C=C/c1ccco1)Nc1scc(-c2ccccc2)c1C(=O)O	-4.8%
O=C(c1cnsn1)N1CCC(CO)(Cc2cccc(F)c2)CC1	4.0%

(listing goes on)
SMILES	aSyn yeast rescue
CN(C)c1ccc(C(CNS(=O)(=O)c2ccc(F)cc2)N2CCCC2)cc1 (stereo unspecified)	-8.3%
COc1ccc(NC(=O)N2CCC(CN3CCCC3)CC2)c(OC)c1	1.2%
Cc1ccc(S(=O)(=O)NCCc2nnc3ccc(SCC(=O)Nc4ccc(OC(F)(F)F)cc4)nn23)cc1	-0.1%
CCOc1ccc(CCNC(=O)C2CCN(Cc3nc(-c4ccccc4C)oc3C)CC2)cc1OCC	-2.3%
COc1ccc(/C(C)=N\NC(=O)C(c2ccncc2)N2CCOCC2)cc1 (stereo unspecified)	10.6%
COc1ccc(N2CCN(C(=O)c3cccc(NC(=O)c4nsc5ccccc45)c3)CC2)cc1	9.7%
CCN(CC)c1ccc(NS(=O)(=O)c2ccc3c(c2)CCCN3C(C)=O)c(C)c1	6.2%
C=C(C)Cn1c(SCC(=O)c2ccc(OC)cc2)nc2sc3c(c2c1=O)CCCC3	-9.9%
Cc1cccc(NC(=O)CS(=O)(=O)c2nc(-c3ccccc3)cn2-c2cccc(Cl)c2)c1C	0.6%
Cc1ccc([C@H]2C[C@@H](n3cc(COC(=O)c4ccccc4)nn3)[C@H](O)CN2Cc2cccs2)cc1	-3.1%
Cc1cc(C)c(S(=O)(=O)n2cnc(C)c2)c(C)c1	9.3%
CN1C2CC(OC(=O)C(CO)c3ccccc3)CC1C1OC12 (stereo unspecified)	6.8%
CC1(c2nc3ccccc3cc2C#N)OCCO1	3.6%
Cc1oc(-c2ccccc2F)nc1CS(=O)CC(=O)NC(C)C (stereo unspecified)	-0.1%
Cc1c(/C=N/O)sc2ccccc12	14.6%
Cc1cc2ccccc2n1CCNC(=O)c1cccs1	-12.4%
CCOC(=O)c1ccc(NC(=O)c2c(NCc3cccc(OC)c3)sc3c2CCC3)cc1	-9.4%
C[n+]1cccc(/C=N/Nc2nc(Cl)c(C#N)c(Cl)c2Cl)c1	-9.9%
CSc1ncc(C(=O)NCc2ccc(Cl)cc2)c(C(F)(F)F)n1	-3.3%
O=S(=O)(c1ccccc1)c1nc(-c2cccs2)oc1SCc1ccc(F)cc1	7.6%
CCc1ccc(OC(C)C(=O)N2CCC(c3nc4ccccc4s3)CC2)cc1 (stereo unspecified)	?
COc1ccccc1CNC(=O)C(=O)c1cn(CC(=O)N2CCCCC2)c2ccccc12	5.1%
COc1cccc(CN(C)C(=O)CSc2nc3ccccc3[nH]2)c1OC	0.0%
CCN(CC)C(=O)Cn1c(=O)n(-c2ccc(Cl)c(Cl)c2)c(=O)c2c(C)c(C(=O)N(CC)CC)sc21	4.0%
COC(=O)c1ccc(CNC(=O)C(NC(=O)c2ccco2)C(C)C)cc1 (stereo unspecified)	8.3%
Fc1ccc(CNCCCSc2nnnn2-c2ccccc2)cc1	5.6%
Cc1cc(Br)ccc1SCC(=O)OC/C(O)=C(\C#N)c1nc2ccccc2[nH]1	-2.2%
CCOc1ccc(CNC(=O)CCC(=O)N2CC3CCCN3c3ccccc32)cc1 (stereo unspecified)	-12.3%
Cc1cccc(NC(=O)CS(=O)(=O)c2cn(CC(=O)N3CCOCC3)c3ccccc23)c1	-1.3%
Cc1cc(=S)c2cccc(C)c2[nH]1	-19.0%
Cc1c(C(=O)OC2CCCC2)[nH]c2c1C(=O)CC(c1ccc(Cl)cc1)C2 (stereo unspecified)	-10.3%
Cc1cc(NCC(=O)Nc2ccc(C)c(S(=O)(=O)N3CCOCC3)c2)ccc1Br	10.4%
Cc1ccc(CNc2ncnc3c2c(-c2ccccc2)cn3-c2ccccc2)cc1	2.8%
CC(C)(C)OC(=O)N1CCC(c2c(C(=O)NC3CCN(Cc4ccccc4)CC3)cnn2-c2ccc(F)cc2F)CC1	1.2%
COc1ccc(C(=O)N/C(=C\c2ccc(Cl)cc2)C(=O)NCc2ccncc2)cc1	-0.4%
COc1ccc(-c2ccn(-c3cccc(F)n3)n2)cc1	5.9%
CC(C)c1ccc(NC(=O)Cn2cc(S(=O)(=O)Cc3ccccc3Cl)c3ccccc32)cc1	-4.0%
COc1ccc(CCNC(=O)c2cnc3sc(N4CCC(C)CC4)nn3c2=O)cc1OC	1.8%
CCc1ccccc1NS(=O)(=O)c1ccc(-c2coc(C)n2)cc1	0.7%
CCc1ccc(S(=O)(=O)N(C(=O)Oc2ccccc2)c2ccc3oc(C)c(C(=O)OC)c3c2)cc1	-1.5%
COc1ccc(C2=NC(C)(C)N(CC(=O)Nc3ccc(F)c(F)c3)C2=O)cc1	2.5%
CCOc1ccc(NC(=O)COC(=O)C2COc3ccccc3O2)cc1 (stereo unspecified)	14.0%
CCCN1C(=O)S/C(=C\c2ccc(N3CCOCC3)o2)C1=O	-1.2%
CCOc1cc(CNCCSc2nnnn2C)cc(Cl)c1OCc1ccc(Cl)cc1	-20.2%
Cc1ccccc1N(C)S(=O)(=O)c1nnc(NC(=O)C(C)C)s1	3.8%
COc1ccccc1S(=O)(=O)Cc1ccc(C(=O)N2CCN(c3ccc(C)cc3)C(C)C2)o1 (stereo unspecified)	-2.9%
COc1ccc(Cl)cc1NC(=O)CN(C)S(=O)(=O)c1ccc2c(c1)CCCN2C(C)=O	-3.6%
Cc1ccccc1NC(=O)CCc1c(C)nc2c(c1C)c(=O)n(C)c(=O)n2C	-6.0%

4 entries from above in a different format:
SMILES: CCOc1cc(CNCCSc2nnnn2C)cc(Cl)c1OCc1ccc(Cl)cc1
  aSyn yeast rescue: -20.2%
SMILES: Cc1ccccc1N(C)S(=O)(=O)c1nnc(NC(=O)C(C)C)s1
  aSyn yeast rescue: 3.8%
SMILES: COc1ccccc1S(=O)(=O)Cc1ccc(C(=O)N2CCN(c3ccc(C)cc3)C(C)C2)o1 (stereo unspecified)
  aSyn yeast rescue: -2.9%
SMILES: COc1ccc(Cl)cc1NC(=O)CN(C)S(=O)(=O)c1ccc2c(c1)CCCN2C(C)=O
  aSyn yeast rescue: -3.6%

(next part)
SMILES	aSyn yeast rescue
COCCCNC(=O)CSc1nc(-c2ccc(OC)cc2)[nH]c1-c1ccc(OC)cc1	-8.9%
COc1cc(OC)c(NC(=O)Nc2cccc(OCc3cc(=O)n4ccccc4n3)c2)cc1Cl	-3.3%
COc1cccc2cc(C(=O)Oc3ccc(NC(C)=O)cc3)c(=O)oc12	-4.3%
O=C(CCNS(=O)(=O)c1ccc2c(c1)CCN2C(=O)C1CC1)N1CCN(c2ccccc2F)CC1	3.8%
Cc1ccc(COC(=O)c2[nH]c3c(c2C)C(=O)CC(c2ccc(N(C)C)cc2)C3)cc1 (stereo unspecified)	1.7%
CC(=O)Nc1ccc(-c2cc(C(=O)O)c3ccc(C)cc3n2)cc1	-8.9%
C=CCN1C(=O)NC(c2ccc(OC)cc2)(C(F)(F)F)S/C1=C(\C#N)c1nnc(N2CCOCC2)n1-c1ccccc1 (stereo unspecified)	11.2%
COc1ccc(S(=O)(=O)N2CCOC2CNC(=O)C(=O)NCc2ccco2)cc1C (stereo unspecified)	-14.5%
Cc1ccc(C)c(NC(=O)c2cc(S(=O)(=O)N3CCN(c4cccc(Cl)c4)CC3)ccc2F)c1	1.5%
O=c1cc(-c2ccccc2)n2c(SCc3ccc([N+](=O)[O-])cc3)nnc2[nH]1	0.6%
Cc1ccc2c(c1)c(=O)c1ccccc1n2CCCC(=O)Nc1ccc(Cl)cc1C	-2.1%
Cc1cc(Nc2ccc(C)c(C)c2)n2cnnc2n1	7.5%
COC(=O)C1=C(N)OC2=C(C(=O)CCC2)C1c1cccnc1 (stereo unspecified)	1.4%
COc1ccc(-n2cc(C(=O)OCc3ccc(F)c(F)c3)c3ccccc3c2=O)cc1	-0.3%
O=C(CSc1nc(-c2ccc(F)cc2)[nH]c1-c1ccccc1)NCC1CCCO1 (stereo unspecified)	-9.9%
C=CCN1C(=O)C(O)(CC(=O)c2ccco2)c2cc(Br)ccc21 (stereo unspecified)	4.2%
CSC[C@H]1CN(c2ccc(Br)cc2)C(=O)[C@@H]1CC(=O)Nc1ccc(Br)cc1	2.8%
COCCCNC(=O)CSc1nc2cc(OC)c(OC)cc2c2nc(-c3ccccc3)nn12	2.6%
CCN1CCN(c2ncc3c(n2)CCN(Cc2ccc(OC)c(OC)c2)C3)CC1	5.7%
CN1CCN(C(=O)C(=O)Nc2c3c(nn2-c2ccc(Cl)cc2)CSC3)CC1	-1.1%
Cc1cccc(NC(=O)C2CCN(C(=O)NCc3ccccc3)CC2)c1C	-10.0%
Cc1cc(Nc2ccccc2C)n2nc(Cc3ccc(Cl)cc3)nc2n1	5.8%
Cc1ccc(-c2nc(CS(=O)CC(=O)N3CCN(c4ccccc4)CC3)c(C)o2)cc1 (stereo unspecified)	10.2%
Cc1cc(C)c(OCC(=O)OCC(=O)NC2CCC(C)CC2)c(C)c1 (stereo unspecified)	11.8%
Cc1ccnc(NC(=O)c2oc3ccccc3c2C)c1	-13.3%
CC(=O)Nc1ccccc1OCc1cc(=O)n2c3c(sc2n1)CCCC3	-2.9%
O=[N+]([O-])c1cc(-c2nc3nc4ccccc4nc3n2CCc2ccccc2)cc([N+](=O)[O-])c1	-2.8%
Cc1ccccc1OCC(=O)Nc1ccc(N2CCN(C)CC2)c(Cl)c1	-6.6%
